PLCb3 inh: blocks human PLC-beta3 enzyme activity; inhibition, % at 12.2 µM; AID 720704; Purified PLC-beta3, fluorogenic substrate, fluorescence; Q01970; 0.18% of 370,000 active; in the data active = inhibition above about 11%;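 also: 0% = median of compound wells on plate and 100% = full blocker control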
ASAP1 inh: blocks human ASAP1-stimulated Arf1 GTP hydrolysis | 0.19% of 360,000 active | AID 624377 | GDP FP detection | inhibition, % at 16.5 µM | Q9ULH1; in the data active = inhibition above about 25%;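 also: 0% = vehicle with enzyme and substrate and 100% = no enzyme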
Target sequence (Q9ULH1 325-724 limits assumed): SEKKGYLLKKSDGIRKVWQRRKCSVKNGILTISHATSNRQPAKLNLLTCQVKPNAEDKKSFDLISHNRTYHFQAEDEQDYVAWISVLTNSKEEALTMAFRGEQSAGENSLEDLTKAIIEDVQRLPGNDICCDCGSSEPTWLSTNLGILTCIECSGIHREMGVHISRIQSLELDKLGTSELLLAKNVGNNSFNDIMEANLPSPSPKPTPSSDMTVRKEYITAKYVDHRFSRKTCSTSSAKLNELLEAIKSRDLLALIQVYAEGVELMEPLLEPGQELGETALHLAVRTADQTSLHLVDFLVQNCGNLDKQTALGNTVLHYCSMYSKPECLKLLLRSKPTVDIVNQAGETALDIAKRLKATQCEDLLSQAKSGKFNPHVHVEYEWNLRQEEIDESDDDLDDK
DDE Tn6 FP inh: DD(E)-Tn6 binding inhibition, primary FP screen | P02675 | Fibrin DD(E) TRITC-Tn6 fluorescence polarization displacement | inhibition, % at 8.3 µM | 0.21% of 370,000 active;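 active = inhibition above a per-campaign cutoff: mean of compounds within control limits plus 3 SD, cut at about 15% in these data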;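 also: 0% = median of all compound wells on the plate and 100% = blocking peptide control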
DDE Tn7 FP inh: inhibitors of Tn7 peptide binding to human fibrin DD(E); FP displacement of FITC-Tn7 peptide from fibrin DD(E); 0% = median of compound wells per plate; inhibition, % at 8.3 µM; 0.13% of 370,000 active; AID 720508;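 active = inhibition above the mean of compounds falling within the control limits plus 3 SD of them, cut at about 14% in these data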;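 also: 0% = plate median of compound wells and 100% = 10 µM Aha-Tn7 peptide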
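Also added: labelled Tn7 tracer, 0.1 µM; Assay system: human fibrin DD(E) protein; Amount: 2 µM fibrin DD(E); Schedule: 10 min compound pre-incubation, 3 h probe incubation at room temperature; Repeats: one replicate per compound; Read-out basis: percent inhibition; Measured by: fluorescence polarization of the labelled Tn7 tracer.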
ADAM17 inh: inhibits human ADAM17. inhibition, % at 6.95 µM. 0.83% of 370,000 active. AID 720648. P78536. recombinant ADAM17, EDANS/DABCYL FRET peptide cleavage;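 active = inhibition above the mean of compounds lying between control limits plus 3 SD, set per campaign, cut at about 8.5% in these data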;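 also: 0% = DMSO-only wells as the low control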
Target sequence (P78536 215-824 limits assumed): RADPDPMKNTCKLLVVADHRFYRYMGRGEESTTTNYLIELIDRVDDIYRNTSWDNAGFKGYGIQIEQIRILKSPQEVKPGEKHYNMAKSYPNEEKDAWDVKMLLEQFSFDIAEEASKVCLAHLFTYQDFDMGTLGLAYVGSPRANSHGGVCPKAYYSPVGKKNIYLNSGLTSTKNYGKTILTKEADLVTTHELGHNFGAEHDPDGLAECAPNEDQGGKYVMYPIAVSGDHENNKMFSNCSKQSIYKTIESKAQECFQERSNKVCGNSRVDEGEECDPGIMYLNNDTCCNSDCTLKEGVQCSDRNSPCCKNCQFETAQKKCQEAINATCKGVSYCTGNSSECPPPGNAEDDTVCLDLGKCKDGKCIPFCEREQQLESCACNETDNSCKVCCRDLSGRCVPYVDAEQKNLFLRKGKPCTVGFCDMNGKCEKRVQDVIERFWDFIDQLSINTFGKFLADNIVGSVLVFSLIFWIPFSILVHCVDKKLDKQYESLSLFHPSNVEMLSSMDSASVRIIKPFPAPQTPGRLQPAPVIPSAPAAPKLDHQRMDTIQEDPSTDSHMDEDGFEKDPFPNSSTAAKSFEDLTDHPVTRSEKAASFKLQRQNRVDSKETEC
UHRF1 MBD2 ctr: blocks human UHRF1 binding to methylated DNA | 0.75% of 370,000 active | Q96T88 | inhibition, % at 4.4 µM | AID 687016 | UHRF1 binding to methylated oligo, TR-FRET; in the data active = inhibition above about 21%;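 also: UHRF1 SRA domain binding a hemimethylated CpG hairpin DNA probe; 0% = median of test compound wells and 100% = reference inhibitor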
PLC-gamma1 inh: inhibitors of human phospholipase C gamma1 | P19174 | purified PLC-gamma1, fluorogenic substrate, fluorescence | inhibition, % at 12.2 µM | 0.84% of 370,000 active; in the data active = inhibition above about 9.5%
KLK7 zymogen act: activates the human kallikrein-7 zymogen | P49862 | purified proKLK7, EDANS-DABCYL substrate fluorescence; 100% is mature enzyme control, 0% vehicle | activation, % at 7 µM | 0.9% of 370,000 active;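 active = activation above the mean of all tested compounds plus 3 SD, computed per campaign excluding outliers beyond control limits, cut at about 13% in these data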
MBD2 DNA inh: MBD2-methylated oligo binding inhibition; Q9UBB5; TR-FRET, MBD2 binding to methylated oligonucleotide; inhibition, % at 4.4 µM; 0.31% of 370,000 active; in the data active = inhibition above about 13%
ARFGAP1 inh: inhibitors of rat ARFGAP1. 0.26% of 360,000 active. inhibition, % at 16.5 µM. Q62848. AID 651572. Arfgap1-stimulated ARF1 GTP hydrolysis, GDP FP detection;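 active = inhibition above a per-plate limit, mean inhibition of low control wells plus 3 SD, cut at about 25% in these data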;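 also: 0% = DMSO wells with enzyme and 100% = wells lacking Arfgap1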
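Material: truncated rat Arfgap1 GAP domain; Incubation: compound-enzyme preincubation 20 min, reaction 120 min, detection 60 min, 25 °C; Read-out: percent inhibition of Arfgap1-stimulated GTP hydrolysis; Technique: FP, GDP Alexa 633 tracer displaced from anti-GDP antibody, 620/688 nm; Controls: No-Arfgap1 wells (100%) versus DMSO full-reaction wells (0%); Replication: single well per compound.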
Starred values were filed as active, the others as inactive; i = inactive.

entry	structure	PLCb3 inh	ASAP1 inh	DDE Tn6 FP inh	DDE Tn7 FP inh	ADAM17 inh	UHRF1 MBD2 ctr	PLC-gamma1 inh	KLK7 zymogen act	MBD2 DNA inh	ARFGAP1 inh
1	CCc1ccc(NC(=O)C2CCCN(S(=O)(=O)c3cccnc3)C2)cc1 (stereo unspecified)	-4.8	-6.2	-2.1	4.5	2.5	2.8	2.2	-1.0	-1.9	-7.1
2	Cc1cccc(C)c1OCC(=O)Nc1nnc(C2CCCO2)s1 (stereo unspecified)	3.7	-2.6	-5.9	0.8	0.5	2.2	1.6	0.1	0.6	5.2
3	Cc1cccc(NC(=O)CN2C(=O)N/C(=C/c3cc(C)n(C(C)C)c3C)C2=O)c1	-35.1	-0.5	4.6	4.6	-5.2	-4.9	-34.4	-1.4	-1.5	6.4
4	O=C(C1CCN(S(=O)(=O)N2CCOCC2)CC1)N1CCN(Cc2ccc3c(c2)OCO3)CC1	5.1	1.2	1.8	-6.4	2.4	1.1	3.4	-0.4	1.0	1.1
5	CCOC(=O)C(Cc1ccccc1)C(=O)c1ccco1 (stereo unspecified)	3.8	5.0	3.7	-6.3	2.3	-0.5	3.1	-0.3	-8.0	-3.9
6	O=C(CNC(=O)c1ccccc1F)Nc1ccncc1	-3.1	0.1	-2.4	-3.2	0.1	1.7	-2.4	0.4	-1.4	0.3
7	CCn1c(=S)sc2c(=O)n(CC(=O)Nc3ccccc3C(F)(F)F)c(C)nc21	2.1	-6.2	2.7	6.4	-2.1	4.5	2.5	0.3	-1.1	-11.3
8	Cc1c(N2C(=O)c3ccccc3C2=O)c(=O)n(-c2ccccc2)n1C	-0.4	-8.0	-4.8	-2.2	-1.9	0.7	1.3	-0.3	-1.6	-5.0
9	O=c1cc(-c2ccc([N+](=O)[O-])cc2)c2ccc(O)cc2o1	-6.5	-1.9	-9.9	3.1	-3.4	12.2	-0.3	0.0	7.6	1.0
10	O=C1CCc2cc(S(=O)(=O)NCc3ccc(Cl)cc3)cc3c2N1CC3	-4.6	-15.4	-0.1	-3.5	-2.3	-0.5	-4.0	0.2	0.8	9.2
11	CCCCCCC(=O)N=Nc1c(O)[nH]c2ccc([N+](=O)[O-])cc12	-1.0	-8.0	3.9	1.9	-1.7	-1.6	-0.1	-0.9	3.3	6.4
12	CCOC(=O)c1c(N)sc2c1CCCC2	-7.6	9.8	6.5	1.5	-7.2	-0.5	-6.5	-0.8	-3.5	-15.8
13	Cc1cc(C)nc(SCC(=O)NN=Cc2ccc(C)o2)n1	-5.3	-16.7	-2.1	-4.7	-6.5	-2.6	2.0	0.7	-1.7	1.5
14	CC1=NN(C2=NS(=O)(=O)c3ccccc32)C(C)(O)C1 (stereo unspecified)	-14.5	13.3	-0.5	-4.7	0.3	-2.8	-10.9	0.9	-5.7	6.9
15	Cc1cccc(OCC(=O)Nc2ccccc2N2CCCC2)c1C	-6.4	-12.8	7.4	0.5	-1.4	-1.1	-1.4	-0.5	-1.4	-5.1
16	COc1ccc(NC(=O)/C(N=Nc2ccc(Cl)c(S(=O)(=O)Nc3ccc(Cl)cc3)c2)=C(\C)O)cc1	0.3	8.7	-12.6	-6.6	-4.8	1.2	2.4	0.1	-0.9	3.9
17	O=C(O)c1ccc2c(c1)CCCN2	-6.0	-1.1	-2.2	-2.7	-4.9	10.2	1.2	0.2	2.8	5.6
18	CC1CN(c2oc(-c3ccco3)nc2S(=O)(=O)c2ccccc2)CC(C)O1 (stereo unspecified)	-0.9	6.1	5.1	3.0	-3.3	-0.8	-0.6	0.1	0.7	4.8
19	O=C(CC(c1ccco1)C1CCCCC1=O)c1ccccc1 (stereo unspecified)	-0.4	1.4	-10.7	-0.5	0.8	0.7	1.8	0.4	-0.3	10.7
20	CS(=O)(=O)N(CCc1ccccc1)CC(=O)Nc1ccc2c(c1)OCO2	-4.0	7.5	-0.5	-2.1	0.3	-1.1	-1.3	-1.2	2.9	7.4
21	CC(C)Cn1nc(NC(=O)c2cccs2)c2cc3ccccc3nc21	-23.2	11.8	9.7	-4.0	-4.0	0.0	-16.3	-0.6	0.8	2.6
22	Cn1c(OCc2cccnc2)nc2c1c(=O)n(Cc1ccc(Cl)cc1)c(=O)n2C	3.4	7.8	1.4	-0.8	-0.6	6.0	2.7	-0.5	-2.0	14.3
23	CCOC(=O)[C@H]1[C@H]2COc3ccc(C)cc3[C@@H]2N2C(=O)CN(CC3CCCO3)C(=O)[C@@]12C (stereo partly specified)	-0.9	2.7	5.2	-3.2	-0.7	1.6	0.5	0.5	-1.5	3.1
24	O=C(NCC1CCCO1)c1onc(CSc2cccc(Cl)c2)c1C(=O)O (stereo unspecified)	-5.8	0.5	0.4	3.1	-5.0	1.6	-3.8	0.1	0.7	-11.6
25	CCOC(=O)c1oc2ccc(S(=O)(=O)Nc3ccc4c(c3)n(C)c(=O)n4C)cc2c1C	-0.2	-6.4	-0.3	0.2	-3.4	3.7	0.3	0.2	1.9	3.5
26	Cn1c(C(=O)N2CCN(Cc3ccc4c(c3)OCO4)CC2)cc2sccc21	1.8	11.5	-0.1	4.5	-4.5	10.6	-1.5	0.1	1.5	-8.2
27	Cc1ccc2cn[nH]c2c1NC(=S)NC(=O)c1ccccc1	3.1	-6.7	9.8	2.8	0.7	-1.5	3.6	-0.1	-4.5	-3.5
28	Cc1cc(N2CCC(C(=O)N3CCN(c4cccc(C)c4C)CC3)CC2)n2ncnc2n1	1.4	-10.5	12.8	-1.1	-1.8	-0.7	0.8	-0.6	-1.8	5.1
29	COc1cc2c(cc1NC(=O)CN1C(=O)NC3(CCc4ccccc43)C1=O)oc1ccccc12 (stereo unspecified)	1.0	-8.7	-1.2	-3.0	6.1	-3.0	4.1	-1.6	3.6	8.0
30	CCCOc1ccc(Cc2nn[nH]n2)cc1	-0.9	12.3	-2.7	4.6	1.7	-0.1	-3.7	-6.4	6.9	5.2
31	S=C(NC1CCCCCC1)NC1CCCC1	-5.0	7.3	4.0	-3.5	2.7	-0.9	-3.9	0.5	-2.0	10.8
32	Cc1ccc2nc(-c3cccnc3)cc(C(=O)N3CCN(c4ccc([N+](=O)[O-])cc4)CC3)c2c1	1.2	0.8	-6.0	2.2	-3.0	-0.8	5.0	0.3	-5.2	3.0
33	O=C(CN1C(=O)c2ccccc2S1(=O)=O)c1ccc2c(c1)OCCCO2	-3.0	-16.3	-1.0	3.8	-3.5	-0.1	0.5	0.8	3.8	-2.3
34	CNc1nc(=O)n(C2CCCO2)cc1C (stereo unspecified)	3.3	-5.3	3.9	0.7	-0.6	1.4	1.7	-0.6	2.2	2.1
35	COc1ccc(C2=NN(c3ccccc3)C(c3cn(CCC(=O)O)nc3-c3ccccc3)C2)cc1 (stereo unspecified)	i	-9.5	3.4	2.7	-330.6	-0.6	i	-89.3	3.6	-2.6
36	CC(C)CN(C(=O)CSc1nn(-c2ccc(Cl)cc2)c(=S)s1)C1CCS(=O)(=O)C1 (stereo unspecified)	4.3	-0.6	-6.4	3.2	0.7	-1.4	1.1	0.0	-2.8	-13.5
37	C/C=C/C=N/Nc1nc(-c2ccc([N+](=O)[O-])cc2)cs1	2.0	-0.2	8.8	-5.6	3.9	-3.8	3.9	-0.6	0.0	1.9
38	CCCOc1ccc(N2C(=O)CC(N(Cc3ccco3)C(=O)CCC(=O)O)C2=O)cc1 (stereo unspecified)	-8.6	10.0	0.6	-0.1	-4.6	1.6	-0.1	0.4	16.3*	11.8
39	CCCCCC(=O)Nc1cc(S(=O)(=O)N2CCOCC2)ccc1Oc1ccc(OCC)cc1	-0.1	-0.8	4.2	-2.0	0.7	-0.4	0.9	-0.2	2.5	-8.8
40	COc1ccc(/C=C/C(=O)NCc2cn(C)nc2C)cc1COc1ccc(Br)cc1	-0.9	17.2	-2.8	-0.3	7.9	0.4	0.1	-0.8	-3.4	-4.1
41	O=C(O)C(Oc1ccc2cc(-c3ccc(Cl)cc3)c(=O)oc2c1)c1ccccc1 (stereo unspecified)	i	-15.6	1.6	3.5	i	-5.0	-441.0	-28.3	-4.6	-1.0
42	COc1cc(-c2ccc3c(=O)c4ccccc4n(C)c3c2)cc(OC)c1OC	-419.6	16.5	-5.5	3.0	-48.0	9.6	-314.2	-8.2	1.1	14.7
43	CCOC(=O)COn1c(=O)c(-c2ccc(F)cc2)[n+]([O-])c2ccccc21	-17.3	-0.7	4.3	-8.5	-3.9	0.8	-3.6	0.6	-5.4	-14.8
44	CC(C)Sc1nc2c(cnn2-c2ccccc2)c(=O)[nH]1	0.3	2.7	6.5	-4.2	0.9	0.1	1.6	-0.2	0.1	-7.4

From no. 26 to 33, copied from above:
entry	structure	PLCb3 inh	ASAP1 inh	DDE Tn6 FP inh	DDE Tn7 FP inh	ADAM17 inh	UHRF1 MBD2 ctr	PLC-gamma1 inh	KLK7 zymogen act	MBD2 DNA inh	ARFGAP1 inh
26	Cn1c(C(=O)N2CCN(Cc3ccc4c(c3)OCO4)CC2)cc2sccc21	1.8	11.5	-0.1	4.5	-4.5	10.6	-1.5	0.1	1.5	-8.2
27	Cc1ccc2cn[nH]c2c1NC(=S)NC(=O)c1ccccc1	3.1	-6.7	9.8	2.8	0.7	-1.5	3.6	-0.1	-4.5	-3.5
28	Cc1cc(N2CCC(C(=O)N3CCN(c4cccc(C)c4C)CC3)CC2)n2ncnc2n1	1.4	-10.5	12.8	-1.1	-1.8	-0.7	0.8	-0.6	-1.8	5.1
29	COc1cc2c(cc1NC(=O)CN1C(=O)NC3(CCc4ccccc43)C1=O)oc1ccccc12 (stereo unspecified)	1.0	-8.7	-1.2	-3.0	6.1	-3.0	4.1	-1.6	3.6	8.0
30	CCCOc1ccc(Cc2nn[nH]n2)cc1	-0.9	12.3	-2.7	4.6	1.7	-0.1	-3.7	-6.4	6.9	5.2
31	S=C(NC1CCCCCC1)NC1CCCC1	-5.0	7.3	4.0	-3.5	2.7	-0.9	-3.9	0.5	-2.0	10.8
32	Cc1ccc2nc(-c3cccnc3)cc(C(=O)N3CCN(c4ccc([N+](=O)[O-])cc4)CC3)c2c1	1.2	0.8	-6.0	2.2	-3.0	-0.8	5.0	0.3	-5.2	3.0
33	O=C(CN1C(=O)c2ccccc2S1(=O)=O)c1ccc2c(c1)OCCCO2	-3.0	-16.3	-1.0	3.8	-3.5	-0.1	0.5	0.8	3.8	-2.3
